PDI inh – inhibitors of human protein disulfide isomerase | 0.052% of 350,000 active | P07237 | PDI insulin aggregation turbidity, A650, 90 min | inhibition, % at 10 µM;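 active means mean inhibition across replicates of 30% or more, whatever share of single replicates reach that level; inconclusive means mean inhibition below 30% while every single replicate reaches 30%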;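 further: absorbance from insulin aggregation driven by PDI reduction with DTT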
Target sequence (P07237 whole entry, looked up): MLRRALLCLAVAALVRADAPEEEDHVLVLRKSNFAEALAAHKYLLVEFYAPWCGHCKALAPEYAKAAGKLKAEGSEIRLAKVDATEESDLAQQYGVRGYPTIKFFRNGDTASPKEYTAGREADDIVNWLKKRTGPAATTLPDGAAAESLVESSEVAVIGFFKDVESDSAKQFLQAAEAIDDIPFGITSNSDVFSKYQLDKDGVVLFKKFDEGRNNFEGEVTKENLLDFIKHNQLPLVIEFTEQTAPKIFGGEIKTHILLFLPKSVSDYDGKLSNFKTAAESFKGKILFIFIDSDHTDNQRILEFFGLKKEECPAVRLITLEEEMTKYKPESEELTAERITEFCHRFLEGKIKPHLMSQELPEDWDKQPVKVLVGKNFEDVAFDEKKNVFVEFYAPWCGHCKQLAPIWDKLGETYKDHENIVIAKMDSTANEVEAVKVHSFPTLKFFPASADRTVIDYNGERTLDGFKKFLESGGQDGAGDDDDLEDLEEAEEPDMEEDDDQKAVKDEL
Cardio protect – modulators protecting cardiomyocytes from myocardial damage. H9c2 cardiomyocytes, H2O2 injury protection, ATPLite, 2 h. protection from H2O2 cell death, % at 20 µM. 0.63% of 360,000 active;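 active means compounds giving at least 50% protection of heart cells from peroxide-induced death in the single-dose screen, raw or plate-pattern-corrected value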;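 further: 0% = DMSO wells with peroxide and 100% = DMSO wells without peroxide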
HTR2A ag – activates the mouse 5-HT2A serotonin receptor; CHO-K1 mHTR2A beta-arrestin complementation, luminescence; percent of 30 µM serotonin response; activation, % at 7.6 µM; AID 624169; P35363; 0.66% of 360,000 active;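 active means activation above a run cutoff, the mean activation of all tested compounds plus 3 SD, cut at about 14% in these data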;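 further: 0% = plate median of compound wells and 100% = 30 µM serotonin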
Target sequence (P35363 whole entry, looked up): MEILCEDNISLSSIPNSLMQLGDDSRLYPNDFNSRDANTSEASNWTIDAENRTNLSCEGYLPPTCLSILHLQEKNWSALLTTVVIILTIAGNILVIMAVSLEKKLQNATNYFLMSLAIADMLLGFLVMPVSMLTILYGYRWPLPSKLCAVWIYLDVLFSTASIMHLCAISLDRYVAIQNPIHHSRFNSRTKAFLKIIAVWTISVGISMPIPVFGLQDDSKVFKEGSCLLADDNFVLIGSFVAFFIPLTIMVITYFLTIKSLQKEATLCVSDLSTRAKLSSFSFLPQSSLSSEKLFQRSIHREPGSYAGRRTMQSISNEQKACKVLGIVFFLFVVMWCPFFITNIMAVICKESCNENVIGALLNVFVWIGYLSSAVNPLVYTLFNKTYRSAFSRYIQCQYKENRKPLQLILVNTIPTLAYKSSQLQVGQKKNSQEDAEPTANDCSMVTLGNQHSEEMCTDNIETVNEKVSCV
Granule exo inh – blocks lytic granule exocytosis; 0.66% of 360,000 active; inhibition, % at 10 µM; AID 651702; TALL-104 LAMP-1 surface exposure, flow cytometry; cells stimulated with thapsigargin and PMA;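 active means inhibition above about 55%, limit read from the data; inconclusive means no clear call, values can overlap the other calls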
ABCB6 inh 2 – blocks the human ABCB6 transporter. Q9NP58. K562-ABCB6 porphyrin accumulation, flow cytometry, 1 h; hits give low values. fluorescence ratio to DMSO, % at 10 µM. 0.19% of 360,000 active. AID 602162;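 active means fluorescence ratio to DMSO below 75%, the collection mean minus 3 SD; inconclusive means too few cells collected in the well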;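 further: signal is porphyrin accumulated inside mitochondria; 100% equals median channel fluorescence of DMSO control wells; lower ratio means ABCB6 inhibition with less porphyrin fluorescence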
aDG glyco up – alpha-DG glycosylation activation; Pro5-aDG cells, alpha-DG glycosylation AlphaScreen (IIH6); 0% Pro5, 100% B10-LARGE cell signal; activation, % at 10 µM; 0.22% of 360,000 active;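 active means activation of at least 8% versus controls, or a plate z-score of at least 8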;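 further: Pro5 are CHO cells carrying HIG-tagged alpha-DG that lacks glycosylation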
Vif imaging – inhibitors of HIV Vif. HEK293T cells, Vif self-association by quenched fluorescence, imaging, 24 h. AID 602346. inhibition, % at 7.49 µM. 0.35% of 340,000 active; in the data active means inhibition above about 50%, passing the limit was not always enough; inconclusive means no clear call, values can overlap the other calls; inactive means below about 31%; further: some results filed as inactive read as strong as hits
CaV13 ICDI inh – Primary screen for inhibitors of IQ motif and Ca2+-dependent inactivation inhibitor domain binding in CACNA1D, Förster resonance energy transfer in living cells, …. HEK cells, CFP/YFP FRET ICDI-IQ, plate reader, 10 min; percent FRET-ratio fall versus neutral wells. inhibition, % at 12.3 µM. 0.098% of 340,000 active. AID 743397;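 active means mean replicate inhibition of at least 30% and at least 1% of replicates passing that level; inconclusive means only one of the two criteria is met; inactive means neither criterion is met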;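 further: 0% = median of the neutral control wells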
iPSC survival up – enhancers of human iPSC single-cell survival; hiPSC single-cell survival, ATPlite luminescence; 100% = ROCK inhibitor wells, 0% = DMSO; survival enhancement, % at 20 µM; 0.044% of 360,000 active; AID 602274; in the data active means survival enhancement above about 18%;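 further: cells exposed to compounds for 16 hours before the ATP read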
Glyco luc inh – blocks N-linked glycosylation in D54 reporter cells | D54 ERlucT glycosylation luciferase reporter, 24 h; percent of 100 nM tunicamycin response | reporter increase, % at 12.5 µM | 0.23% of 360,000 active;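 active means mean luciferase reporter signal, scaled so untreated is 0 and the glycosylation-blocking control 100, at or above a set limit in every replicate; inconclusive means mean reaches the limit but not every replicate does; inactive means mean below the limit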;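 further: luciferase carries N-glycosylation sites so blocking glycosylation raises the light; 0% = median of neutral control wells and 100% = median of 100 nM tunicamycin wells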
* = called active by the depositor. An unsorted share of the library. Share with any hit: about 3.1%.

What do the screens show for `Cc1nc2ccsc2c(=O)n1-c1cccc(Cl)c1`?
PDI inh: 7; Cardio protect: -4; HTR2A ag: 0; Granule exo inh: -8; ABCB6 inh 2: 104; aDG glyco up: 0.1; Vif imaging: -9; CaV13 ICDI inh: -4; iPSC survival up: -0.5; Glyco luc inh: 0

Results for Cc1nc2ccccc2n1/C(=N\S(=O)(=O)c1ccccc1)c1ccccc1 ?
PDI inh: 13; Cardio protect: 0; HTR2A ag: 0; Granule exo inh: 6; ABCB6 inh 2: 99; aDG glyco up: -0.2; Vif imaging: 4; CaV13 ICDI inh: -3; iPSC survival up: 4.2; Glyco luc inh: 3

How did CCc1nnc(NC(=O)CN2C(=O)/C(=C/c3cc(OC)c(OC)c(OC)c3)SC2=S)s1 do in these assays?
PDI inh: -17; Cardio protect: 5; HTR2A ag: 0; Granule exo inh: 8; ABCB6 inh 2: 104; aDG glyco up: -0.3; Vif imaging: -2; CaV13 ICDI inh: -17; iPSC survival up: 1.9; Glyco luc inh: -1

What do the screens show for `Cc1ccc(CCNC(=O)C2CCN(S(=O)(=O)c3ccc4c(c3)CCC(=O)N4)CC2)cc1`?
PDI inh: -3; Cardio protect: 1; HTR2A ag: 5; Granule exo inh: -7; ABCB6 inh 2: 105; aDG glyco up: 0.0; Vif imaging: 10; CaV13 ICDI inh: 12; iPSC survival up: -1.3; Glyco luc inh: -1

How did CC(=O)Nc1ccc2oc(C)nc2c1 do in these assays?
PDI inh: 6; Cardio protect: -2; HTR2A ag: 3; Granule exo inh: 1; ABCB6 inh 2: 99; aDG glyco up: -0.1; Vif imaging: 2; CaV13 ICDI inh: -5; iPSC survival up: -0.9; Glyco luc inh: 1

Results for Nn1c(SC/C=C/c2ccccc2)nnc1-c1cccnc1 ?
PDI inh: -1; Cardio protect: -2; HTR2A ag: -15; Granule exo inh: 0; ABCB6 inh 2: 93; aDG glyco up: -0.1; Vif imaging: -4; CaV13 ICDI inh: -4; iPSC survival up: -0.6; Glyco luc inh: 10

Results for O=C(CS(=O)(=O)c1ccc(Cl)cc1)N1CCN(c2ccccc2)CC1 ?
PDI inh: -2; Cardio protect: -8; HTR2A ag: 0; Granule exo inh: 0; ABCB6 inh 2: 100; aDG glyco up: -0.2; Vif imaging: 6; CaV13 ICDI inh: -10; iPSC survival up: 8.8; Glyco luc inh: 2

What do the screens show for `COc1cc(OC)c(C2C(C#N)=C(N)Oc3cc(C)n(CCCN4CCOCC4)c(=O)c32)cc1OC` (stereo not given)?
PDI inh: -12; Cardio protect: 9; HTR2A ag: 1; Granule exo inh: 1; ABCB6 inh 2: 95; aDG glyco up: -0.2; Vif imaging: 39; CaV13 ICDI inh: -3; iPSC survival up: 1.8; Glyco luc inh: 1

Results for Cc1cc(OCC(=O)Nc2ccc(S(=O)(=O)NC3=NCCCCC3)cc2)c(C(C)C)cc1Cl ?
PDI inh: -7; Cardio protect: -16; HTR2A ag: -3; Granule exo inh: 2; ABCB6 inh 2: 96; aDG glyco up: 0.3; Vif imaging: 1; CaV13 ICDI inh: -3; iPSC survival up: 1.8; Glyco luc inh: -3

How did COc1ccc(C(=O)Nc2cc(C)c(NC(=O)c3ccccc3OC)cn2)cc1 do in these assays?
PDI inh: 5; Cardio protect: 1; HTR2A ag: -1; Granule exo inh: 26; ABCB6 inh 2: 96; aDG glyco up: 0.3; Vif imaging: -9; CaV13 ICDI inh: -3; iPSC survival up: -0.3; Glyco luc inh: -5

How did COc1cc(NC(=O)c2ccc3c(SCC(=O)O)c4c(nc3c2)CCCC4)cc(OC)c1OC do in these assays?
PDI inh: -1; Cardio protect: -11; HTR2A ag: 15*; Granule exo inh: 0; ABCB6 inh 2: 101; aDG glyco up: -0.3; Vif imaging: 2; CaV13 ICDI inh: -3; iPSC survival up: 0.5; Glyco luc inh: 1

How did Cc1ccccc1C(=O)N1CCN(c2ccc(NC(=O)c3ccco3)cc2Cl)CC1 do in these assays?
PDI inh: 0; Cardio protect: -10; HTR2A ag: 4; Granule exo inh: -1; ABCB6 inh 2: 89; aDG glyco up: 0.1; CaV13 ICDI inh: -4; iPSC survival up: 0.6; Glyco luc inh: -10

Results for CC(=O)c1c(C)n(C)c2ccc(OC(=O)c3ccco3)cc12 ?
PDI inh: 10; Cardio protect: 3; HTR2A ag: 0; Granule exo inh: 1; ABCB6 inh 2: 98; aDG glyco up: 0.1; Vif imaging: -1; CaV13 ICDI inh: -5; iPSC survival up: 4.0; Glyco luc inh: 2

Results for Nc1n[nH]c2ccccc12 ?
PDI inh: -11; Cardio protect: -5; HTR2A ag: 1; Granule exo inh: 11; ABCB6 inh 2: 95; aDG glyco up: 0.1; Vif imaging: -1; CaV13 ICDI inh: -5; iPSC survival up: -2.0; Glyco luc inh: 1

What do the screens show for `C=CCC(C#Cc1ccc(C)cc1)N(CC)CC` (stereo not given)?
PDI inh: -6; Cardio protect: 10; HTR2A ag: 1; Granule exo inh: 20; ABCB6 inh 2: 189; aDG glyco up: 0.1; CaV13 ICDI inh: -5; iPSC survival up: -1.7; Glyco luc inh: 0

Overlap with the part before: 2 compounds, followed by the next part.
Results for Nc1n[nH]c2ccccc12 ?
PDI inh: -11; Cardio protect: -5; HTR2A ag: 1; Granule exo inh: 11; ABCB6 inh 2: 95; aDG glyco up: 0.1; Vif imaging: -1; CaV13 ICDI inh: -5; iPSC survival up: -2.0; Glyco luc inh: 1

What do the screens show for `C=CCC(C#Cc1ccc(C)cc1)N(CC)CC` (stereo not given)?
PDI inh: -6; Cardio protect: 10; HTR2A ag: 1; Granule exo inh: 20; ABCB6 inh 2: 189; aDG glyco up: 0.1; CaV13 ICDI inh: -5; iPSC survival up: -1.7; Glyco luc inh: 0

Results for O=C(NN=C1CCN(Cc2ccccc2)CC1)c1ccccc1 ?
PDI inh: 0; Cardio protect: 7; HTR2A ag: -7; Granule exo inh: -4; ABCB6 inh 2: 105; aDG glyco up: 1.1; Vif imaging: 16; CaV13 ICDI inh: -3; iPSC survival up: 2.1; Glyco luc inh: 0

How did CCCc1cc(=O)oc2cc(OCc3ccc(C(=O)O)cc3)ccc12 do in these assays?
PDI inh: -7; Cardio protect: 5; HTR2A ag: 5; Granule exo inh: 4; ABCB6 inh 2: 96; aDG glyco up: 0.2; Vif imaging: -5; CaV13 ICDI inh: -2; iPSC survival up: 0.1; Glyco luc inh: 5

Results for CC1Cc2ccccc2N1C(=O)CN1C(=O)NC2(CCCCC2)C1=O (stereo not given) ?
PDI inh: -3; Cardio protect: -7; HTR2A ag: 4; Granule exo inh: 4; ABCB6 inh 2: 97; aDG glyco up: 0.1; Vif imaging: -8; CaV13 ICDI inh: -6; iPSC survival up: -0.2; Glyco luc inh: 1

What do the screens show for `Clc1ccc(-c2ccc(CNCc3ccccn3)o2)cc1`?
PDI inh: -8; Cardio protect: 6; HTR2A ag: -1; Granule exo inh: -2; ABCB6 inh 2: 103; aDG glyco up: 0.3; Vif imaging: 6; CaV13 ICDI inh: -2; iPSC survival up: -0.3; Glyco luc inh: -1

Results for COc1ccc(OCCCC(=O)N2CCN(S(=O)(=O)c3cccc(F)c3)CC2)cc1 ?
PDI inh: 0; Cardio protect: -6; HTR2A ag: -4; Granule exo inh: 0; ABCB6 inh 2: 107; aDG glyco up: 0.0; Vif imaging: 6; CaV13 ICDI inh: -5; iPSC survival up: 1.8; Glyco luc inh: -2

What do the screens show for `COc1ccc(OCC(O)COc2ccc(C(=O)O)cc2)cc1` (stereo not given)?
PDI inh: -13; Cardio protect: -3; HTR2A ag: -2; Granule exo inh: -4; ABCB6 inh 2: 96; aDG glyco up: -0.2; Vif imaging: inconclusive; CaV13 ICDI inh: -5; iPSC survival up: -1.7; Glyco luc inh: 2

Results for O=C(CSc1nnc2c(n1)[nH]c1ccccc12)NCc1ccccc1F ?
PDI inh: 11; Cardio protect: 0; HTR2A ag: 15*; Granule exo inh: 11; ABCB6 inh 2: 92; aDG glyco up: 0.0; Vif imaging: -3; CaV13 ICDI inh: -7; iPSC survival up: 0.4; Glyco luc inh: 0

Results for O=C(Nc1cccc2ccccc12)c1onc2c1CCCC2 ?
PDI inh: 7; Cardio protect: -14; HTR2A ag: -2; Granule exo inh: -10; ABCB6 inh 2: 104; aDG glyco up: 0.0; Vif imaging: -8; iPSC survival up: 2.6; Glyco luc inh: 1

Results for CNc1cc(-c2ccc(C(=O)OC)cc2)ncn1 ?
PDI inh: 0; Cardio protect: -5; HTR2A ag: 1; Granule exo inh: -7; ABCB6 inh 2: 101; aDG glyco up: -0.4; CaV13 ICDI inh: -5; iPSC survival up: -2.1; Glyco luc inh: -2

How did O=C(CCc1nnc2ccc(NCc3ccco3)nn12)N1CCN(c2ccc(F)cc2)CC1 do in these assays?
PDI inh: -5; Cardio protect: 6; HTR2A ag: -1; Granule exo inh: 0; ABCB6 inh 2: 96; aDG glyco up: 0.2; Vif imaging: 0; CaV13 ICDI inh: -2; iPSC survival up: 0.1; Glyco luc inh: -1

How did O=C(Cn1cc2c(n1)CCCC2)NCCCN1CCN(c2ccccc2F)CC1 do in these assays?
Cardio protect: 6; HTR2A ag: 0; Granule exo inh: 0; ABCB6 inh 2: 97; aDG glyco up: 0.2; Vif imaging: 11; CaV13 ICDI inh: -4; iPSC survival up: -0.8; Glyco luc inh: 1

Results for CCOC(=O)C1(Cc2ccc(OC)cc2)CCN(C(=O)c2sc(C)nc2C)CC1 ?
PDI inh: 2; Cardio protect: -4; HTR2A ag: -3; Granule exo inh: -2; ABCB6 inh 2: 92; aDG glyco up: -0.1; Vif imaging: -9; CaV13 ICDI inh: -5; iPSC survival up: -2.1; Glyco luc inh: 1

Results for CC(=O)N1CCOc2ccc(S(=O)(=O)Nc3ncccc3C)cc21 ?
PDI inh: 4; Cardio protect: 3; HTR2A ag: 4; Granule exo inh: 0; ABCB6 inh 2: 100; aDG glyco up: 0.5; Vif imaging: 16; CaV13 ICDI inh: -3; iPSC survival up: -0.2; Glyco luc inh: 1

Results for COC(=O)c1ccc(NC(=O)c2cc[n+]([O-])cc2)cc1 ?
PDI inh: -4; Cardio protect: 8; HTR2A ag: 6; Granule exo inh: 7; ABCB6 inh 2: 103; aDG glyco up: -0.1; Vif imaging: 5; CaV13 ICDI inh: -1; iPSC survival up: -0.2; Glyco luc inh: 2

How did N#Cc1ccc(C2N=C(c3ccccc3)NO2)cc1 (stereo not given) do in these assays?
PDI inh: 4; Cardio protect: -9; HTR2A ag: -7; Granule exo inh: -9; ABCB6 inh 2: 100; aDG glyco up: -0.1; Vif imaging: 7; CaV13 ICDI inh: -4; iPSC survival up: -0.4; Glyco luc inh: -5

How did Cc1ccc(C(O)c2ncc(-c3ccc(Cl)cc3)[nH]2)cc1 (stereo not given) do in these assays?
PDI inh: -3; Cardio protect: -9; HTR2A ag: -4; Granule exo inh: -5; ABCB6 inh 2: 100; aDG glyco up: 0.9; Vif imaging: -4; CaV13 ICDI inh: -5; iPSC survival up: -0.3; Glyco luc inh: -4
